Bioassay records (PubChem BioAssay)
KCNK9 inh – human KCNK9 channel inhibition; Q9NPC2; HEK293 KCNK9, FluxOR thallium flux fluorescence; stronger effect = lower value; B-score at 10 µM; 310,000 tested, 1.2% active;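 active means ratio B-score over 3 SD below the library mean, with starting fluorescence within 5 SD of its mean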;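 further: negative B-score means less thallium flux so channel inhibition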
PolyA inhibitor – blocks polyadenylation in yeast reporter cells; calls only at 12 µM; S. cerevisiae SKY197-pL101 polyadenylation reporter, beta-gal luminescence; efflux-impaired pdr1/pdr3 knockout yeast; score 100 = 6 SD above DMSO; 300,000 tested, 0.02% active;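 active means lowest replicate activity score at least 50, where 100 means six control SD above control mean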;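 further: yeast exposed to compound for 9 h at 30 °C; higher score means more reporter readthrough which indicates perturbed polyadenylation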
KCNK3 block – human KCNK3 channel inhibition, primary screen | O14649 | CHO-KCNK3 thallium flux, FluxOR fluorescence; stronger effect = lower value | B-score at 10 µM | 340,000 tested, 0.84% active | AID 602410;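 active means B-score under library mean minus 4 SD, starting fluorescence ratio at most library mean plus 5 SD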;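 further: more negative B-score means stronger inhibition of thallium flux through KCNK3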
TRPC4 potent – allosteric potentiators of mouse TRPC4 channel. B-score at 10 µM. 310,000 tested, 0.42% active. HEK293 TRPC4beta/mu-opioid, DAMGO EC20, Fluo-4 Ca2+ flux; stronger effect = higher value;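 active means B-score of calcium response area above 5 SD of library B-scores, with initial fluorescence ratio within 5 SD of library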;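 further: B-score of integrated fluorescence ratio over time as area under calcium response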
Target sequence (Q9QUQ5 whole entry, looked up): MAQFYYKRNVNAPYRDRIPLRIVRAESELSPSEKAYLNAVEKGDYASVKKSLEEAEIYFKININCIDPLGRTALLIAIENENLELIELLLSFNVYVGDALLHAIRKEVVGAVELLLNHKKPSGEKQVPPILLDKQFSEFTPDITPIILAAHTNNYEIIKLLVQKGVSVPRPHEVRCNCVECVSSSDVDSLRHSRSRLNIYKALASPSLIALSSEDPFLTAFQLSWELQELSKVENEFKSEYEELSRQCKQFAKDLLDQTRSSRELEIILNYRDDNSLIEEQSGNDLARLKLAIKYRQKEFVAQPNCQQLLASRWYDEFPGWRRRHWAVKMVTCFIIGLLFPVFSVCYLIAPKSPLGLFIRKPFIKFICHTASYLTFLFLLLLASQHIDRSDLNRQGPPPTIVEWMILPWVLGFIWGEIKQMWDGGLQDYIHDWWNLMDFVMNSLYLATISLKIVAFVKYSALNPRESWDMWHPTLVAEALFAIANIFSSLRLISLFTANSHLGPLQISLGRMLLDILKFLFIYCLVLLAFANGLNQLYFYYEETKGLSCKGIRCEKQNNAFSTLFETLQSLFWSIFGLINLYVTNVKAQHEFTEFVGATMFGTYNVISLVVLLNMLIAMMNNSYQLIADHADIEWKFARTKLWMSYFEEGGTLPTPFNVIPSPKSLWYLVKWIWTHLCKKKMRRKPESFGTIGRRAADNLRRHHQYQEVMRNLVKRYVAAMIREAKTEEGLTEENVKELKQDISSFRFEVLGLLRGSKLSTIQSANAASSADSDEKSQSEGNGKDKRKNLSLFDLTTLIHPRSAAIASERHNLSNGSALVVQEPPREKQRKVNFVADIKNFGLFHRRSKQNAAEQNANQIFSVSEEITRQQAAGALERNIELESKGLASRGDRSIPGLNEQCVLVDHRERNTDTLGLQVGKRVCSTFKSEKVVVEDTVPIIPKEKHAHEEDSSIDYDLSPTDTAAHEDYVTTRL
hERG rescue – hERG (human) protection from proarrhythmic block. activation (rescue from dofetilide block), less the hit threshold, % at 10 µM. CHO-hERG, FluxOR thallium flux, dofetilide IC70 present. 310,000 tested, 0.51% active;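 active means activation above the mean of controls blocked by dofetilide plus 5 SD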;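 further: thallium influx through hERG after potassium depolarization seen as dye fluorescence rise; in these data hits start at about 4.7%; inactives centre near -7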
TRPC4 act – TRPC4 (mouse) channel activation; HEK293 TRPC4beta/mu-opioid, Fluo4 calcium fluorescence; stronger effect = higher value; B-score at 10 µM; 310,000 tested, 0.49% active;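 active means B-score above 5 SD of library B-scores, and initial fluorescence ratio not above library mean plus 5 SD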;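 further: positive B-score marks a calcium rise read as TRPC4 activation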
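system = HEK293 cells stably co-expressing mouse TRPC4beta and mu-opioid receptor | schedule = Fluo4 dye loading 45 min at room temperature, 110 s recording | measure = B-scored integrated calcium fluorescence ratio | signal = Fluo4 calcium-sensitive dye fluorescence, kinetic, 1 Hz baseline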
DYRK1A inh – inhibitors of rat Dyrk1A kinase | 310,000 tested, 0.43% active | Q63470 | ADP-Glo luminescence, NFATc1 peptide | inhibition, % at 12.5 µM; in the data active means inhibition above about 50%;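 further: plate controls were vehicle with enzyme for no effect and no enzyme for full effect; many of its hits are not listed in these tables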
TRPC4 inh – TRPC4 (mouse) channel inhibition; 300,000 tested, 0.39% active; Q9QUQ5; B-score at 10 µM; HEK293 TRPC4beta/mu-opioid, DAMGO-evoked Fluo4 calcium flux; stronger effect = lower value;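 active means B-score over 3 SD under the library average, no early fluorescence shift, positive overall ratio signal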
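Material: HEK293 cells with stable TRPC4beta plus mu-opioid receptor expression / Probe or stimulus: DAMGO in two steps, submaximal then maximal / Compound: single concentration per test compound / Technique: kinetic Fluo4 fluorescence imaging of calcium influx / Read-out: per-well B score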
KCNQ1 act – potentiators or activators of human KCNQ1 potassium channel; B-score at 10 µM; 310,000 tested, 0.35% active; CHO-K1 KCNQ1, thallium flux FluxOR fluorescence; stronger effect = higher value;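 active means fluorescence ratio B-score, a plate-corrected score, at least three library SD, with initial intensity B-score within 5 SD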
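assay system = CHO-K1 cells stably expressing KCNQ1 | medium = assay buffer, equal DMSO in all wells | timing = 37 °C overnight plating, 90-min dark dye load, 20-min compound pretreatment | measured by = kinetic FluxOR thallium fluorescence, 10-s 1-Hz baseline, 110-s post-stimulus read | measure = fluorescence change relative to baseline, converted to B score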
Platelet DG rel – modulates dense granule release in human platelets; human platelet-rich plasma, SFLLRN dense granule ATP release, luminescence; inhibition, %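 (compounds screened at 7.5 µM in platelet-rich plasma)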; 300,000 tested, 0.22% active; AID 1663;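 active means mean replicate score, as percent of positive control, at or above 50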
KCNQ1 block – blocks the human KCNQ1 potassium channel | P51787 | CHO-K1 KCNQ1, FluxOR thallium flux fluorescence; stronger effect = higher value | B-score at 10 µM | 310,000 tested, 1.3% active | AID 2642;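 active means compounds whose thallium flux B-score, printed positive for inhibition, exceeds three library SD while starting fluorescence stays within three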;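 further: channel opened by potassium depolarization with thallium stimulus after 20 min compound exposure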
Numbers without * were called inactive; i = inactive; / = no result given. An excerpt (hit frequency here may not be typical).

SMILES	KCNK9 inh	PolyA inhibitor	KCNK3 block	TRPC4 potent	hERG rescue	TRPC4 act	DYRK1A inh	TRPC4 inh	KCNQ1 act	Platelet DG rel	KCNQ1 block
O=C(COC(=O)CCc1ccc(S(=O)(=O)N2CCOCC2)cc1)NCc1ccc(Cl)cc1	i	i	i	i	-3.7	i	-2.6	i	i	-2.2	i
COc1cccc(C(=O)N2CCN(Cc3ccccc3C(F)(F)F)CC2)c1	i	i	i	i	-12.1	i	-5.0	i	i	6.0	i
CCSc1nnc(NC(=O)Cc2ccc(OC)cc2)s1	i	i	i	i	-3.2	i	-6.4	i	i	0.6	i
CC1CCCC(NC(=O)CNC(=S)N(Cc2ccccc2)Cc2cccs2)C1C (configuration not stated)	i	i	i	i	-10.1	i	/	i	i	12.0	9*
O=c1c(F)cn(C2CCCO2)c(=O)n1Cc1ccc(Cl)cc1 (configuration not stated)	i	i	i	i	-6.8	i	-4.1	i	i	-1.8	i
COC(=O)c1c(NC(=O)C2CCCCC2C(=O)O)sc2c1CCCCC2 (configuration not stated)	i	i	i	i	-8.5	i	5.5	i	i	-0.4	i
O=C(O)c1ccc(Nc2nc(-c3ccc([N+](=O)[O-])cc3)nc3ccccc23)cc1	i	i	i	i	-2.3	i	/	i	i	-1.6	i
COc1cn(-c2ccccc2)nc1C(=O)Nc1ccc(C)cc1	i	i	i	i	-10.9	i	-2.2	i	i	-10.4	i
Cc1cccc(C)c1NC(=O)CSc1nnc(-c2ccncc2)n1Cc1ccco1	i	i	i	i	-0.8	i	-9.4	i	i	-1.4	i
O=C(NN1C(=O)C2CC=C(Cl)CC2C1=O)c1ccncc1 (configuration not stated)	i	i	i	i	-8.1	i	0.1	i	i	1.3	i
CCOC(=O)c1c(NC(=O)N/N=C/c2ccccc2OCC)sc(C(C)=O)c1C	i	i	i	i	-7.4	i	5.7	i	i	2.5	i
Cc1cc(NC(=O)c2cc(CC(C)C)on2)no1	i	i	i	i	-10.1	i	6.5	i	i	2.1	i
O=C(CO/N=C/c1ccccc1OC(F)F)NCc1ccco1	i	i	i	i	-13.3	i	-1.5	i	i	1.2	i
COC(Cn1c(-c2cccc(S(=O)(=O)N(C)C)c2)n[nH]c1=S)OC	i	i	i	i	-2.9	i	/	i	i	3.0	i
O=C(O)CNS(=O)(=O)c1cc(Cl)c(Cl)cc1Cl	i	i	i	i	-7.3	i	0.6	i	i	-2.4	i

Reprinted from the part before: 3 entries, then new ones.
SMILES	KCNK9 inh	PolyA inhibitor	KCNK3 block	TRPC4 potent	hERG rescue	TRPC4 act	DYRK1A inh	TRPC4 inh	KCNQ1 act	Platelet DG rel	KCNQ1 block
O=C(CO/N=C/c1ccccc1OC(F)F)NCc1ccco1	i	i	i	i	-13.3	i	-1.5	i	i	1.2	i
COC(Cn1c(-c2cccc(S(=O)(=O)N(C)C)c2)n[nH]c1=S)OC	i	i	i	i	-2.9	i	/	i	i	3.0	i
O=C(O)CNS(=O)(=O)c1cc(Cl)c(Cl)cc1Cl	i	i	i	i	-7.3	i	0.6	i	i	-2.4	i
O=C(NC1CCN(S(=O)(=O)c2ccccc2)CC1)c1ccccc1	i	i	i	i	-8.5	i	0.0	i	i	8.8	i
C/C(N)=C(/C#N)C(=O)COC(=O)C1Cc2ccccc2CN1S(C)(=O)=O (configuration not stated)	i	i	i	i	-2.5	i	3.0	i	i	7.6	i
CS(=O)(=O)c1ccc2nc(NC(=O)C3=NN(c4ccccc4)C(=O)CC3)sc2c1	i	i	i	i	-10.6	i	11.1	i	i	-0.7	i
COCCn1c(SCc2cc(C(C)=O)ccc2OC)nc2cc(Cl)ccc2c1=O	i	i	i	i	-14.3	i	/	i	i	-1.6	i
Cc1oc(-c2ccc(Cl)cc2)nc1CS(=O)CC(=O)NCCN1CCCCCC1 (configuration not stated)	i	i	i	i	-7.2	i	-0.9	i	i	-4.6	i
CC(=O)N1CCc2cc(S(=O)(=O)N3CCc4ccccc4C3)ccc21	i	i	i	i	-1.5	i	10.5	i	i	-7.0	i
Cc1cc(O)c(C(=O)/C=C/c2ccccc2)c(=O)o1	i	i	i	i	-6.8	i	1.9	i	i	0.7	i
COc1ccc(OC)c(-n2c(-c3ccn[nH]3)n[nH]c2=S)c1	i	i	i	i	-11.6	i	/	i	i	1.9	i
CCCS(=O)(=O)N1CCC(C(=O)N2CCN(Cc3ccccc3)CC2)CC1	i	i	i	i	-7.3	i	-0.4	i	i	3.3	i
COc1ccc(-n2cnnc2SCC(=O)Nc2cccc(S(=O)(=O)N3CCCCC3)c2)cc1	i	i	i	i	-4.0	i	0.4	i	i	2.6	i
CCOC(=O)/C(=C\Nc1ccccc1C(F)(F)F)Sc1ncc(C(F)(F)F)cc1Cl	i	i	i	i	-17.9	i	3.8	i	i	6.5	7*
COc1ccc2c(C)cc(SC3CCOC3=O)nc2c1 (configuration not stated)	i	i	i	i	-10.7	i	15.5	i	i	8.5	i
Clc1ccccc1OCc1nn2c(-c3ccncc3)nnc2s1	i	i	i	i	-2.0	i	6.9	i	i	-2.2	i
Cc1cccc2c1cnn2C(=O)CCC(=O)NC1CCCCC1	i	/	i	i	-10.1	i	-10.2	i	i	8.3	i
CC(C)(C)c1ccc(C(=O)Oc2ccc3c(c2)OCC3=O)cc1	i	i	i	i	-4.5	i	-0.9	i	i	1.4	i
CCN1CCN(CCCNC(=O)c2ccc3c(c2)NC(=O)c2ccccc2S3)CC1	i	i	i	i	-7.9	i	12.6	i	i	7.3	i
COc1ccc(OC)c(NC(=O)c2ccccc2NC(=O)c2ccco2)c1	i	/	i	i	-13.5	i	16.4	i	i	-0.4	i
CSCCC(C(=O)Nc1ccc2c(c1)OCO2)N1C(=O)c2ccccc2C1=O (configuration not stated)	i	i	i	i	-0.5	i	5.1	i	i	3.5	i
Cc1cccc(C)c1NC(=O)CCS(=O)(=O)c1cccc2nonc12	i	i	i	i	-5.0	i	1.2	i	i	-0.7	i
COc1ccc(Cc2nc3ccc(C(=O)N(C)C(C)c4nccs4)cc3o2)cc1 (configuration not stated)	i	i	i	i	-9.8	i	0.4	i	i	-1.5	i
CCOc1ccc(C(=O)OCCN(C)C)cc1	i	i	i	i	-4.4	i	3.2	i	i	-23.4	i
Clc1ccc(OCc2cn3ccccc3n2)c2ncccc12	i	i	i	i	-4.8	i	-0.2	i	i	0.3	i
Cc1nc2ccccc2n1CC(O)Cn1c(C(F)(F)F)nc2ccccc21 (configuration not stated)	i	i	i	i	-11.0	i	6.1	i	i	9.2	i
CCn1c(SCC(=O)Nc2cc(C(C)(C)C)nn2-c2ccccc2)nnc1-c1cccs1	i	i	i	i	-7.6	i	-78.2	i	i	-3.8	i
C=CCSc1nnc(C)c(/C=C/Nc2ccc(Cl)cc2)n1	-10.6*	i	i	i	-11.7	i	-2.6	i	i	2.7	8*
O=C(Nc1ccccc1O)c1cccc(NC(=O)c2ccco2)c1	i	i	i	i	-2.5	i	2.2	i	i	-6.9	i
N#Cc1ccc(-c2nc3ccccc3c(=O)n2O)cc1	i	i	i	i	-4.2	i	-5.0	i	i	-13.7	i
O=C(OCC(=O)N1CCOCC1)c1ccc(N2CCOCC2)c([N+](=O)[O-])c1	i	i	i	i	-8.5	i	2.1	i	i	6.5	i
CCCC(CCC(=O)Nc1ccc(C(=O)OC)cc1)C(=O)O (configuration not stated)	i	i	i	i	-4.0	i	-0.3	i	i	-1.8	i
Cc1ccccc1/C=N/NC(=O)c1cccnc1	i	i	i	i	-6.2	i	1.8	i	i	-0.5	i
Cc1cccc(NC(=S)N(Cc2ccc(Br)cc2)Cc2ccc(C(=O)O)cc2)c1	i	i	i	i	-21.3	i	0.7	i	i	0.0	i
O=C(NN=C1CCCCCC1)c1cn(-c2ccccc2)nc1-c1ccccc1	i	i	i	i	-6.0	i	5.7	i	i	-0.6	i
COc1ccc(C[C@H]2CN3C(=NC[C@H]3Cc3ccccc3)N2CCNC(=O)CCC2CCCCC2)cc1	i	i	i	i	-19.1	i	8.1	i	i	1.1	i
CCNc1nc(NC(C)C)nc(Oc2ccc(/C=N/O)cc2)n1	i	i	i	i	-8.5	i	10.8	i	i	0.7	i
C/C(=N\NC(=O)C1(C)CC1(Br)Br)c1ccc(NC(=O)C2CCC2)cc1 (configuration not stated)	i	i	i	i	-5.0	i	0.5	i	i	-11.9	i
O=C(CCc1ccccc1)NCc1ccccc1	i	/	i	i	-5.6	i	-53.5	i	i	3.4	i
O=C(NCc1ccccc1)N[C@@H](Cc1c[nH]c2ccccc12)C(=O)O	i	i	i	i	-20.0	i	1.6	i	i	6.4	i
C/C(=N\NC(=O)c1nn(C)cc1Br)c1ccc(NC(=O)c2ccncc2)cc1	i	i	i	i	-7.7	i	7.1	i	i	4.8	i
COc1ccccc1NC(=O)c1ccc(NC(=O)COC(=O)C2(C)CC2(Cl)Cl)cc1 (configuration not stated)	i	i	i	i	-9.3	i	-7.2	i	i	-8.7	i
O=C(/C=C/c1ccc2c(c1)OCO2)Nc1nc2ccccc2s1	i	i	i	i	-12.8	i	0.5	i	i	2.8	i
O=C1C2C3C=CC(C3)C2C(=O)N1c1ccc2c(c1)OCO2 (configuration not stated)	i	i	i	i	-6.1	i	-2.6	i	i	-3.0	i
CC1=C(C(N)=O)C(c2ccc(Cl)c(Cl)c2)n2ncnc2N1 (configuration not stated)	i	i	i	i	-3.5	i	-5.9	i	i	2.0	i
CCN1C(=O)N[C@@H](c2ccccc2)[C@@H](C(=O)OC)[C@H]1C	i	i	i	i	-2.1	i	11.0	i	i	-13.6	i
Cc1cccc(N(C)C(=O)c2cc(S(=O)(=O)N3CCCCC3)c[nH]2)c1	i	i	i	i	-5.3	i	-2.7	i	i	3.7	i
Cc1ccc(NC(=O)CSCC(=O)Nc2ccc(S(=O)(=O)N3CCCC3)cc2)cc1	i	i	i	i	-9.6	i	9.3	i	i	0.5	i
CCOCCn1c(CN(Cc2ccccc2)Cc2ccccc2)nc2c1c(=O)[nH]c(=O)n2C	i	i	i	i	-9.8	i	-5.8	i	i	-6.8	i
COc1ccccc1NC(=O)CCS(=O)(=O)c1cc2c(cc1Cl)NC(=O)CO2	i	i	i	i	-9.1	i	-2.3	i	i	6.7	i
